High-throughput results deposited in PubChem BioAssay by several laboratories.
ABHD5 PLIN5 PPI – blocks binding of human ABHD5 to perilipin-5; Q00G26+Q8WTS1; Split G. princeps luciferase complementation, luminescence, 4 h; inhibition, % at 4 µM; hit rate 0.78% among 360,000;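 active = inhibition above the mean inhibition across every tested compound plus 3 SD, cut at about 22% in these data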;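 also: 0% = DMSO only wells and the 100% control is not disclosed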
MC4R antag cAMP – human MC4R antagonism in cAMP assay | P32245 | MC4R-expressing cells, MTII-stimulated cAMP, LANCE TR-FRET | inhibition, % at 6.5 µM | hit rate 0.48% among 360,000;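 active = inhibition above its plate's cutoff, the mean of tested wells on that plate plus 3 SD, cut at about 29% in these data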;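 also: 0% = Melanotan II alone and 100% = Melanotan II plus saturating MCL0020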
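Material: U2OS-MC4R stable cell line | Reagent: Melanotan II challenge after compound preincubation | Doses: One concentration, 6.5 µM nominal | Incubation: 30-min compound preincubation, 1-h Melanotan II challenge, 1-h detection, room temperature | Signal: TR-FRET cAMP assay | Replicates: One well per compound, no replicates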
ABCB6 inh 2 – blocks the human ABCB6 transporter. K562-ABCB6 porphyrin accumulation, flow cytometry, 1 h; active compounds read low. hit rate 0.19% among 360,000. fluorescence ratio to DMSO, % at 10 µM. Q9NP58;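 active = fluorescence ratio to DMSO below 75%, the collection mean minus 3 SD; inconclusive = too few cells collected in the well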;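 also: signal is porphyrin accumulated inside mitochondria; 100% equals median channel fluorescence of DMSO control wells; lower ratio means ABCB6 inhibition with less porphyrin fluorescence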
Target sequence (Q9NP58 whole entry, looked up): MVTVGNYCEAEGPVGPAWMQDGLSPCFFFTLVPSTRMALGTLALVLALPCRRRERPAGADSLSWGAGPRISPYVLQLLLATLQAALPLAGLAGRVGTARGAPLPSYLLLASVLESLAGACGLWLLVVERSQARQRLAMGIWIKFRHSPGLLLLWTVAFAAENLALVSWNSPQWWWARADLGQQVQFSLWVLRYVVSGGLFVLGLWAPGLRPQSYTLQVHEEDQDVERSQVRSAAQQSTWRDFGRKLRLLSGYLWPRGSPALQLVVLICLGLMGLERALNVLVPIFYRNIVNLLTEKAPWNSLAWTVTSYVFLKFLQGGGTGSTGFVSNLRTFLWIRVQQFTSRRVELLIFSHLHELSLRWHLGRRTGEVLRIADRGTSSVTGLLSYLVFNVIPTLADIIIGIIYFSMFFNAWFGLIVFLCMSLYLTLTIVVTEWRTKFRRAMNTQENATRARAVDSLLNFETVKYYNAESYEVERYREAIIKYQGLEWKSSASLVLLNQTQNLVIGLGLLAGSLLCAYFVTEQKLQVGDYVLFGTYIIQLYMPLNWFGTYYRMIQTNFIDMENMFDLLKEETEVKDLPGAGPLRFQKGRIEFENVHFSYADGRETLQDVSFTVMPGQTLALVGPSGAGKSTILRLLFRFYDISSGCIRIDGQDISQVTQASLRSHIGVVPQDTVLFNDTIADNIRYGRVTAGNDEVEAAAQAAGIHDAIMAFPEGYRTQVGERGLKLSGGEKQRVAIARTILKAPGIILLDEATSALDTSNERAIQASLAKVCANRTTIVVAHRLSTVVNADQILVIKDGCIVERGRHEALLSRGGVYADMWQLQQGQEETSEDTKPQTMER
MC4R ag barr – human MC4R agonism via beta-arrestin | P32245 | activation, % at 8.9 µM | U2OS MC4R beta-arrestin complementation, luminescence; percent of melanotan II response, DMSO zero | AID 540308 | hit rate 0.98% among 360,000;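 active = activation above a per-plate cutoff, the mean activation of sample wells on that plate plus 3 SD, cut at about 8% in these data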
Cardio protect – modulators protecting cardiomyocytes from myocardial damage; H9c2 cardiomyocytes, H2O2 injury protection, ATPLite, 2 h; protection from H2O2 cell death, % at 20 µM; hit rate 0.63% among 360,000; AID 588492;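 active = compounds giving at least 50% protection of heart cells from peroxide-induced death in the single-dose screen, raw or plate-pattern-corrected value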;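 also: 0% = DMSO wells with peroxide and 100% = DMSO wells without peroxide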
m5-HT2A agonist – activates the mouse 5-HT2A serotonin receptor. P35363. activation, % at 7.6 µM. CHO-K1 mHTR2A beta-arrestin complementation, luminescence; percent of 30 µM serotonin response. hit rate 0.66% among 360,000;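 active = activation above a run cutoff, the mean activation of all tested compounds plus 3 SD, cut at about 14% in these data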;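 also: 0% = plate median of compound wells and 100% = 30 µM serotonin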
hiPSC survival – enhancers of human iPSC single-cell survival; hiPSC single-cell survival, ATPlite luminescence; 100% = ROCK inhibitor wells, 0% = DMSO; survival enhancement, % at 20 µM; hit rate 0.044% among 360,000; in the data active = survival enhancement above about 18%;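 also: cells exposed to compounds for 16 hours before the ATP read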
Granule exo inh – lytic granule exocytosis inhibition; TALL-104 LAMP-1 surface exposure, flow cytometry; cells stimulated with thapsigargin and PMA; inhibition, % at 10 µM; hit rate 0.66% among 360,000;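 active = inhibition above about 55%, limit read from the data; inconclusive = no clear call, values can overlap the other calls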
N-glyco inh – blocks N-linked glycosylation in D54 reporter cells; D54 ERlucT glycosylation luciferase reporter, 24 h; percent of 100 nM tunicamycin response; reporter increase, % at 12.5 µM; hit rate 0.23% among 360,000; AID 588692;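 active = mean luciferase reporter signal, scaled so untreated is 0 and the glycosylation-blocking control 100, at or above a set limit in every replicate; inconclusive = mean reaches the limit but not every replicate does; inactive = mean below the limit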;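 also: luciferase carries N-glycosylation sites so blocking glycosylation raises the light; 0% = median of neutral control wells and 100% = median of 100 nM tunicamycin wells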
aDG glyco act – increases alpha dystroglycan glycosylation | Pro5-aDG cells, alpha-DG glycosylation AlphaScreen (IIH6); 0% Pro5, 100% B10-LARGE cell signal | activation, % at 10 µM | hit rate 0.22% among 360,000;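 active = activation of at least 8% versus controls, or a plate z-score of at least 8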;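 also: Pro5 are CHO cells carrying HIG-tagged alpha-DG that lacks glycosylation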
* hit, by the source's call; ? = inconclusive.

Sequence of screens – ABHD5 PLIN5 PPI	MC4R antag cAMP	ABCB6 inh 2	MC4R ag barr	Cardio protect	m5-HT2A agonist	hiPSC survival	Granule exo inh	N-glyco inh	aDG glyco act
1: CC(=O)NCCn1c(SCc2cc(=O)n3cc(Cl)ccc3n2)nc2ccccc2c1=O
  1	7	106	-0.2	7	-2	-0.4	-1	1	-0.7
2: O=C1CCCC/C=C\C[C@H](CC(=O)N(CCO)Cc2ccccc2)C(=O)N[C@@H](c2ccccc2)CO1
  4	4	96	-1.0	13	2	-0.3	9	1	-0.2
3: Cc1cccc(N2CC(C(=O)Nc3ccc(S(=O)(=O)N4CCOCC4)cc3)CC2=O)c1C (stereo not drawn)
  2	8	85	-2.0	-2	8	0.7	-9	0	0.0
4: CN(C)c1ccc(CN2CCC(C(=O)NC(c3ccc(F)cc3)c3ccc4ccccc4n3)CC2)cc1 (stereo not drawn)
  5	6	100	-1.0	-15	-5	-2.8	11	-4	1.8
5: NC(=O)C1CCN(C2=C(NS(=O)(=O)c3ccccc3)C(=O)c3ccccc3C2=O)CC1
  -22	-11	95	0.8	-13	6	-0.5	-5	5	-0.1
6: Cc1ccccc1C(=O)Nc1c(C)[nH]c(=O)[nH]c1=O
  -2	8	96	-1.2	8	13	-0.2	8	2	0.2
7: CN(c1ncc(C(F)(F)F)cc1Cl)N1C(=O)C2ONC3(C(=O)CC(C)(C)CC3=O)C2C1=O (stereo not drawn)
  -7	9	106	-2.3	1	-1	-0.6	1	2	0.0
8: CC(O)c1nc2ccccc2n1CCOc1ccccc1 (stereo not drawn)
  3	-4	104	-2.8	8	-4	10	8	-2	-0.2
9: CCOC(=O)CNC(=O)c1sc2nc(C)cc(C)c2c1N
  2	11	98	-0.9	14	-1	0.9	6	1	0.0
10: CCCCCCc1nc2c(=O)[nH]c3ccccc3c2o1
  -3	-12	87	-1.7	2	-4	2.2	2	-1	0.1
11: Cc1oc2ccc(OCc3ccccc3Cl)cc2c1C(=O)O
  4	12	100	-0.6	-2	6	-0.3	-6	1	-0.1
12: CCCSc1nc2c(cnn2-c2ccc(C)c(C)c2)c(=O)[nH]1
  4	12	103	-1.5	-7	12	0.5	-2	2	-0.2
13: CN(Cc1cccnc1)C(=O)Cc1ccc(NS(=O)(=O)c2cccc(C(F)(F)F)c2)cc1
  -2	15	100	-0.6	-1	0	1.2	26	-4	0.0
14: CCN(Cc1ccccc1)C(=O)Cn1c(=O)oc2ccccc21
  -5	3	93	-0.6	1	0	0.3	-1	0	-0.3
15: CS(=O)(=O)Nc1nnc(SCC(=O)N(c2ccccc2)c2ccccc2)s1
  1	-5	95	-1.8	-1	3	2.6	5	3	1.1

Continuation:
Sequence of screens – ABHD5 PLIN5 PPI	MC4R antag cAMP	ABCB6 inh 2	MC4R ag barr	Cardio protect	m5-HT2A agonist	hiPSC survival	Granule exo inh	N-glyco inh	aDG glyco act
16: CCCc1c(C)c2cccc(C)c2[nH]c1=O
  -3	-4	98	-2.0	-2	0	-3.6	0	2	-0.2
17: COc1ccc(N(Cc2cc3cc(OC)ccc3[nH]c2=O)S(C)(=O)=O)cc1
  -1	4	100	-1.6	1	-3	1.0	1	0	-0.2
18: CC(C)Nc1nc(Nc2ccc(C#N)cc2)c2sccc2n1
  -3	15	96	-0.1	0	-2	-1.4	?	-1	0.5
19: CC1(c2cccc(Br)c2)NC(=O)NC1=O (stereo not drawn)
  -4	-4	94	-1.2	-3	5	0.8	1	2	-0.3
20: O=C(Cn1nnc(-c2ccccc2)n1)N1CCN(S(=O)(=O)c2ccc(Cl)cc2)CC1
  -5	1	97	0.7	2	6	5.6	-2	-3	0.1
21: CN1C(=O)/C(=C2\SC(=S)N(NC(=O)c3cccnc3)C2=O)c2ccccc21
  -13	-11	96	-0.3	5	4	1.8	7	-1	0.0
22: COC(=O)c1cc(C(=O)OC)cc(N2C(=O)CC(NNC(=O)c3ccccc3Cl)C2=O)c1 (stereo not drawn)
  0	13	101	-0.3	6	-1	7.1	1	0	-0.1
23: CCOC(=O)C1CCCN(C(=O)Cn2ncc3c([nH]c4ccccc43)c2=O)C1 (stereo not drawn)
  3	10	107	-1.3	3	-2	0.0	-9	5	-0.4
24: CCOc1ccc(N(CC(=O)N2CCC(Cc3ccccc3)CC2)S(C)(=O)=O)cc1
  8	-5	99	1.9	-3	1	-1.8	22	-3	1.0
25: c1ccc(CSc2ccc(-c3ccco3)nn2)cc1
  -2	12	96	-2.4	-13	-2	-3.7	?	-8	-0.1
26: CN(C)C(=S)Nc1ccc2c(c1)OCO2
  -16	8	100	-2.0	-5	4	-1.5	-6	1	-0.1
27: CCOc1ccc(S(=O)(=O)NC2CCCCC2C)cc1 (stereo not drawn)
  -3	4	96	2.4	-8	-2	-0.4	-2	0	0.1
28: CCN(CC)c1nc(-c2ccccc2)nc2ccccc12
  -6	6	98	-0.9	-6	-8	0.2	-6	1	0.1
29: CC1(C)C2CCC1(C)C(OCCNCCOC(=O)Nc1ccccc1)C2 (stereo not drawn)
  1	21	94	4.4	2	4	-0.6	0	-3	0.2
30: COc1ccccc1CNC(=O)C1CCCN(S(C)(=O)=O)C1 (stereo not drawn)
  2	8	104	-0.6	2	11	1.4	-9	4	-0.3

Other results.
Sequence of screens – ABHD5 PLIN5 PPI	MC4R antag cAMP	ABCB6 inh 2	MC4R ag barr	Cardio protect	m5-HT2A agonist	hiPSC survival	Granule exo inh	N-glyco inh	aDG glyco act
31: O=C1NN(c2ccccc2)C(=O)/C1=C\c1ccc2c(c1)OCO2
  -7	6	95	-1.7	15	1	-1.0	-2	6	0.1
32: C=CCN1C(=NC(=O)CCC)SC2CS(=O)(=O)CC21 (stereo not drawn)
  -4	12	100	-1.1	1	8	-0.5	3	4	0.0
33: Cc1nc2c(-c3ccc(F)cc3)c(C)nn2c(C)c1CCC(=O)N1CCN(c2ccccn2)CC1
  9	9	103	0.8	6	-1	1.1	-1	1	-0.2
34: OC(CSc1ccc(F)cc1)CN1CCN(c2ccccc2)CC1 (stereo not drawn)
  -1	-2	100	-0.8	-1	6	-0.3	0	0	-0.2
35: C[C@@H]1CN([C@@H](C)CO)S(=O)(=O)c2ccc(/C=C/c3ccccc3)cc2O[C@@H]1CN(C)Cc1ccc(C(=O)O)cc1
  5	11	90	-0.4	-4	13	0.7	-9	3	1.3
36: CCOc1cc(CNCc2cc(OC)cc(OC)c2)ccc1OC
  6	12	98	0.7	-10	-5	-0.6	9	-3	0.5
37: COC(CNC(=O)Cn1nc(Cc2ccncc2)c2ccccc2c1=O)OC
  -5	17	100	1.5	-2	-4	-0.8	-7	0	-0.2
38: O=C(Nc1ccc(F)c(Cl)c1)c1csc([C@@H]2C[C@H](O)[C@@H](CO)O2)n1
  3	0	109	-2.0	-4	3	-0.5	-6	0	-0.1
39: Cc1ccc(C2(c3ccccc3)NC(=O)N(CC(=O)NCc3ccccc3)C2=O)cc1C (stereo not drawn)
  -9	3	100	-0.1	-10	-5	-2.0	-3	1	0.1
40: CC1CCCCN1C/C=C/c1ccccc1[N+](=O)[O-] (stereo not drawn)
  5	12	103	-0.7	3	2	1.9	-2	4	-0.3
41: Cc1cc([N+](=O)[O-])cc2c1NC(=O)C2(O)N1CCCC(C)C1 (stereo not drawn)
  -4	-7	86	-3.3	6	2	1.2	-6	-1	0.1
42: Cc1ccc(Cl)cc1NS(=O)(=O)c1c(C)[nH]c(=O)[nH]c1=O
  -1	12	95	-1.7	-1	0	-0.5	-2	1	-0.4
43: COCc1cc(=O)[nH]c(SCC(=O)Nc2ccccc2)n1
  2	-4	99	-0.1	2	0	0.4	1	2	0.3
44: CN(C)CCCN(C(=O)c1ccc(S(=O)(=O)N(C)C)cc1)c1nc2cc3c(cc2s1)OCO3
  4	-3	84	-1.8	6	12	-2.5	2	-4	-0.2
45: COc1cccc(NC(=O)Nc2cccn(Cc3ccc(C)cc3)c2=O)c1
  -5	13	98	-0.9	-4	-2	0.9	2	-6	4.6

(further entries)
Sequence of screens – ABHD5 PLIN5 PPI	MC4R antag cAMP	ABCB6 inh 2	MC4R ag barr	Cardio protect	m5-HT2A agonist	hiPSC survival	Granule exo inh	N-glyco inh	aDG glyco act
46: Oc1ccc[n+](CC(O)c2ccccc2)c1 (stereo not drawn)
  6	0	98	-1.8	-2	3	2.6	-2	-3	0.0
47: CCOC(=O)c1[nH]cnc1C(=O)Nc1ccc([N+](=O)[O-])cc1
  -2	-1	88	-1.7	-4	2	0.2	-14	2	0.1
48: COc1cccc(NC(=O)C2CCCN(S(C)(=O)=O)C2)c1 (stereo not drawn)
  -12	12	103	-2.2	0	-2	-0.5	-4	3	0.1
49: COC(=O)C1=C(CSc2nc3c(cc2C#N)CN(C)CC3)OC(N)=C(C#N)C1c1ccc(F)cc1 (stereo not drawn)
  1	5	114	-1.2	12	-1	-0.8	0	1	-0.3
50: CCOC(=O)c1c(C)[nH]c(C(=O)CN(C)CC(=O)Nc2ccccc2C(F)(F)F)c1C
  1	5	93	1.9	0	-5	-0.5	-4	-1	0.1
51: CC(NC(=O)CN(C)S(=O)(=O)c1ccc(Br)s1)c1ccccc1 (stereo not drawn)
  -9	9	99	0.3	1	6	-0.4	27	-2	-0.1
52: CCS(=O)(=O)N1CCC(C(=O)Nc2cc(C)ccc2O)CC1
  5	0	104	-1.3	1	-1	-0.4	2	1	0.0
53: CC(Sc1nnc(-c2ccco2)n1N)C(=O)NCC1CCCO1 (stereo not drawn)
  8	9	98	-0.3	2	3	-2.2	3	1	0.0
54: Cc1oncc1C(=O)NC(C)C
  -3	-8	139	-0.2	-13	-1	-0.4	0	0	-0.1
55: Fc1ccc(CN2CCN(c3ncnc4scc(-c5ccc(F)cc5)c34)CC2)cc1
  -4	9	93	-0.9	-18	-1	-0.6	5	-7	0.5
